Assay outcomes (PubChem)
tuberculosis growth = growth inhibition of non-replicating M. tuberculosis (AID 488890); 0.39% of 320,000 active; one-dose inhibition, % at 25 µM; IC50 in µM for titrated hits; Mycobacterium tuberculosis non-replicating, growth inhibition; higher % means a stronger effect; in the data active means a potency from the dose series; inconclusive means inhibition mostly from about 82% at the one dose, without a potency; inactive means the rest, 99 in 100 with inhibition below about 76%;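 further: plate controls were DMSO cells for no effect and high antibiotic wells for full effect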
influenza NS1A = H1N1 influenza NS1A inhibitors, functional cell based assay (AID 504329); NS1A functional cell-based assay, percent inhibition; higher % means a stronger effect; inhibition, % at 12.5 µM; hits with a dose series show IC50 in µM; 0.3% of 340,000 active; in the data active means a potency from the dose series; inconclusive means inhibition above about 27% without an active follow-up result; further: strong numbers were not always called active
VEEV TC-83 Vero = inhibitors of VEEV TC-83 cytopathic effect, confirmation, Vero cells (AID 588727). 0.13% of 350,000 active. Vero cells, VEEV TC-83 cytopathic effect inhibition; higher % means a stronger effect. inhibition, % at 20 µM, or IC50 in µM where a hit was titrated; in the data active means a potency from the dose series; inconclusive means inhibition mostly from about 14% at the one dose, without a potency; inactive means the rest, 99 in 100 with inhibition below about 12%; further: strong numbers were not always called active
M. tuberculosis HTS = M. tuberculosis growth inhibition, HTS (AID 449762); M. tuberculosis H37Rv growth inhibition, 7H9 media; higher % means a stronger effect; 0.59% of 330,000 active; inhibition, % at 25 µM; hits with a dose series show IC50 in µM; in the data active means a potency from the dose series; inconclusive means inhibition above about 70% without an active follow-up result;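 further: bacterial growth assessed after seven days of incubation; strong numbers were not always called active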
PhoP GFP inhibition = PhoP regulon inhibitors, Salmonella typhi PhoP promoter GFP reporter, confirmatory (AID 1850) | Salmonella Typhi PhoP-promoter GFP reporter, fluorescence, 4 h; higher % means a stronger effect | inhibition, % at 50 µM, or IC50 in µM where a hit was titrated | 0.33% of 310,000 active; in the data active means a potency from the dose series; inconclusive means inhibition mostly from about 25% at the one dose, without a potency; inactive means the rest, 99 in 100 with inhibition below about 19%;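 further: 0% = induced wells with vehicle and 100% = uninduced wells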
VEEV TC-83 Vero 10K pilot screen = also measured in VEEV TC-83 Vero; calls as there; inhibition, %; measured here: 10K pilot screen inhibition
* hit, by the source's call; i = inactive; ? = inconclusive; · = no result given.

SMILES	tuberculosis growth	influenza NS1A	VEEV TC-83 Vero	M. tuberculosis HTS	PhoP GFP inhibition	others
COCC1CCN(Cc2cn(C)nc2-c2cccc(Cl)c2)C1 (centres undefined)	-13%	-6%	0.7%	-7%	5%
COc1ccc(OC)c(NC(=O)C2CCCCC2)c1	9%	2%	0.1%	1%	-7%
Cc1ccc(OCCNC(=O)c2ccc(NC(=O)CC3SC(N4CCCC4)=NC3=O)cc2)cc1 (centres undefined)	30%	-1%	3.5%	?	4%
CCN(CC)S(=O)(=O)c1ccc(N2CCOCC2)c(NC(=O)COc2ccccc2C#N)c1	16%	-6%	0.1%	-3%	-3%
O=C(OCC(=O)N1CCCC1)c1ccc(NS(=O)(=O)c2cccs2)cc1O	-10%	-9%	i	-10%	6%
COC(=O)c1ccc(Cl)c(NC(=O)CN2CCN(C)CC2)c1	-22%	4%	2.5%	3%	-1%
Cc1nc(NC(=O)C2CC2)sc1C(=O)NC1CCCCC1	-16%	·	2.5%	-2%	3%
CC(=O)NC(=S)Nc1ccc(NC(=S)NC(=O)c2cccs2)cc1	35%	-11%	0.8%	-11%	-6%
CC(C)C[C@H](CO)Nc1nc(Nc2cccc(Cl)c2)c2ncn(C(C)C)c2n1	45%	-4%	3.6%	62%	-17%	VEEV TC-83 Vero 10K pilot screen=4.5
COc1ccc(-c2nn(Cc3ccccc3)cc2C(=O)N2CCN(c3ncccn3)CC2)cc1OC	11%	11%	7.9%	0%	·
OC1(c2ccccc2)CN(c2ccccc2)C2=[N+]1CCS2 (centres undefined)	40%	-5%	0.2%	1%	1%
O=C(CSc1nnc(-c2ccc(F)cc2)c2ccccc12)Nc1cccc(Cl)c1	18%	15%	1.1%	-8%	-23%
Cn1c2ccccc2c2cc(/C=C(\NC(=O)c3ccccc3)C(=O)NCC(=O)O)ccc21	0%	-3%	2.8%	-5%	-2%
CC(C)CNC(=O)c1cccc(NC(=O)c2ccc3c(c2)C(=O)N(C)C3=O)c1	-4%	-1%	i	-3%	0%
O=C(CSc1ncccn1)NC(=O)NCc1ccco1	-3%	-6%	1.8%	1%	-4%
O=C(NCc1cccs1)c1ccccc1[N+](=O)[O-]	14%	-7%	1.9%	8%	-7%
CN(C)C(=O)N1CCC(C(=O)NCc2ccccc2)CC1	0%	7%	0.1%	-4%	-11%
CC(=O)c1ccc(NC(=O)CSc2nnc(NC(=O)CN3CCOCC3)s2)cc1	-51%	-6%	1.8%	4%	5%
Cc1c(Cl)cccc1N(Cc1ccc(C(=O)O)cc1)S(=O)(=O)c1ccccc1	3%	-2%	i	-3%	-6%
CCOc1cc(C(=O)Nc2ccc(N3CCN(C(C)=O)CC3)cc2)cc(OCC)c1OCC	10%	2%	i	8%	6%
O=C(Nc1ccc2c(c1)OCCO2)c1ccncc1	5%	4%	0.9%	4%	-2%
O=C1c2ccccc2C(=O)N1CC1c2ccccc2CCN1S(=O)(=O)c1cnc[nH]1 (centres undefined)	26%	3%	1.0%	2%	-11%
CC1(C)CC(NC(=O)C23CCC(C)(C(=O)C2=O)C3(C)C)CC(C)(C)N1 (centres undefined)	-10%	-1%	1.2%	-4%	3%
CCc1nn2c(N3CCOCC3)cc(C)nc2c1-c1ccc(F)cc1	19%	-5%	i	-1%	-5%
O=C(CN1CCN(Cc2ccccc2Cl)C1=O)N1CCCCCC1	-13%	4%	5.8%	-1%	5%
SMILES	tuberculosis growth	influenza NS1A	VEEV TC-83 Vero	M. tuberculosis HTS	PhoP GFP inhibition	others
O=C1[C@@H]2[C@@H]3C[C@@H]([C@H]4ON=C(c5ccc(Cl)cc5)[C@@H]34)[C@@H]2C(=O)N1c1ccc2c(c1)OCO2	11%	3%	i	2%	-4%
CCC(C)C(NC(=O)/C(=C\c1ccccc1)NC(=O)c1ccc(OC)cc1)C(=O)O (centres undefined)	-11%	2%	1.2%	-6%	5%
CCN(CC)CCCNC(=O)c1cc2c(=O)n(CC)c3ccccc3c2s1	60%	-18%	10%	-5%	15%
CC(CC(=O)NCCc1ccc(S(N)(=O)=O)cc1)c1ccccc1 (centres undefined)	-10%	-4%	i	-4%	1%
COc1cc(C2C3=C(COC3=O)Oc3cc4c(cc32)OCO4)ccc1OC(C)=O (centres undefined)	·	-16%	8.5%	·	·
CCN(CC)c1ccc(C(=O)c2ccccc2C(=O)O)c(O)c1	36%	-5%	2.6%	7%	-14%	VEEV TC-83 Vero 10K pilot screen=1.8
Cc1ccc(CNC(=O)Cn2c(=O)n(CC(=O)N3CCCCC3)c(=O)c3sccc32)cc1	3%	5%	1.7%	1%	-3%
COc1cccc(N2CCN(S(=O)(=O)c3ccc4ccccc4c3)CC2)c1	·	5%	0.9%	·	·
COc1ccc(OC)c(N(CC(=O)N2CCCC2)S(=O)(=O)c2ccc(OC)c(OC)c2)c1	-1%	11%	0.5%	-2%	-2%
Cc1nc2ccc(NS(=O)(=O)c3c(F)cccc3F)cc2s1	11%	3%	0.4%	-2%	·
CN(C)CC/C=C1\c2cc(F)ccc2CSc2ccccc21	18%	9%	i	8%	2%
O=C(Cc1ccccc1)Nc1cccc(-c2nc3ncccc3o2)c1	4%	7%	7.9%	-2%	-6%
CCCCN1C(=O)CCC(C(=O)O)C1c1ccc(OC)cc1 (centres undefined)	5%	-1%	i	-1%	-25%
CC(COc1ccc(C(C)C)cc1)NC(=O)c1ccc(Br)o1 (centres undefined)	39%	-23%	1.2%	4%	-8%
Cc1nn(C)c(C)c1/C=N/NC(=O)CCn1cc([N+](=O)[O-])cn1	-27%	1%	0.6%	-1%	-6%
COC(=O)C1=C(c2cccc3c2S(=O)(=O)c2ccccc2-3)C[C@@H]2CC[C@H]1N2C(=O)N1CCOCC1	-1%	-5%	0.6%	-4%	·	VEEV TC-83 Vero 10K pilot screen=5.9
COc1ccc(-c2sc(Nc3ccccc3)n[n+]2-c2ccc(F)cc2)c(C)c1C	?	17%	2.4%	2%	8%
Cc1ccc(CNS(=O)(=O)c2ccc(-c3cnc(C4CC4)o3)cc2)cc1	16%	-6%	0.8%	5%	-25%
O=C1c2ccccc2C(=O)C2OC12 (centres undefined)	?	·	·	9%	5%
COc1ccc(Cc2nnc(NC(=O)c3ccc(OC)c(OC)c3)s2)cc1OC	-17%	-3%	1.1%	-3%	-4%
COC(=O)c1ccc(NC(=O)c2ccc3nccnc3c2)cc1	6%	4%	3.6%	-7%	3%
CCOC(=O)C1CCN(C(=O)c2cc3c(C)cc(C)cc3[nH]2)CC1	-8%	20%	i	-2%	-4%
COc1cc2c(cc1OC)CN(CC(=O)Nc1ccc(S(=O)(=O)N(C)C)cc1)CC2	-23%	-3%	0.6%	-4%	9%
O=C1NC(=O)/C(=C/C(=O)N2CCOCC2)S1	14%	-11%	1.2%	-1%	-7%
O=C(O)CCCc1ccc2c(c1)CCc1ccccc1-2	31%	0%	0.5%	-4%	-17%

The closing 7 compounds of the section above lead into the next:
SMILES	tuberculosis growth	influenza NS1A	VEEV TC-83 Vero	M. tuberculosis HTS	PhoP GFP inhibition	others
O=C1c2ccccc2C(=O)C2OC12 (centres undefined)	?	·	·	9%	5%
COc1ccc(Cc2nnc(NC(=O)c3ccc(OC)c(OC)c3)s2)cc1OC	-17%	-3%	1.1%	-3%	-4%
COC(=O)c1ccc(NC(=O)c2ccc3nccnc3c2)cc1	6%	4%	3.6%	-7%	3%
CCOC(=O)C1CCN(C(=O)c2cc3c(C)cc(C)cc3[nH]2)CC1	-8%	20%	i	-2%	-4%
COc1cc2c(cc1OC)CN(CC(=O)Nc1ccc(S(=O)(=O)N(C)C)cc1)CC2	-23%	-3%	0.6%	-4%	9%
O=C1NC(=O)/C(=C/C(=O)N2CCOCC2)S1	14%	-11%	1.2%	-1%	-7%
O=C(O)CCCc1ccc2c(c1)CCc1ccccc1-2	31%	0%	0.5%	-4%	-17%
Cc1ccc(C2CN(C)CC2C(=O)c2ccc(F)cc2)cc1 (centres undefined)	11%	5%	i	-1%	0%
CCCC[C@@H]1C=C(C(=O)O)[C@H](c2ccc(Cl)cc2)N1S(=O)(=O)c1ccc(C)cc1	54%	-12%	i	0%	·
CC1CN(Cc2csc(-c3ccc(Cl)cc3)n2)CC(C)O1 (centres undefined)	57%	-3%	i	0%	3%
Cc1ccc(C(=O)N/N=C\C=C\c2ccccc2[N+](=O)[O-])cn1	5%	-19%	0.6%	-4%	-8%
OCC(CO)(CO)NCC(O)CN1c2ccccc2Sc2ccccc21 (centres undefined)	-4%	-8%	i	0%	-6%
O=C(CNC(=S)N(CCCN1CCOCC1)Cc1cccs1)NCCCN1CCOCC1	-12%	15%	0.1%	0%	-3%	VEEV TC-83 Vero 10K pilot screen=0.0
CC1(C)CC(=O)c2cc(C(=O)O)c(=O)n(-c3ccccc3)c2C1	15%	-1%	0.6%	2%	-17%
C=CCn1c(O)c(C=NCCCOc2ccc(CC)cc2)c(=O)[nH]c1=S	32%	6%	0.6%	-2%	-4%
O=C(Nc1cccc2ccccc12)N(c1ccccc1)c1ccccc1	·	3%	i	·	·
O=C(c1cc([N+](=O)[O-])ccc1N1CCOCC1)N1CCN(c2ccccc2)CC1	-6%	-1%	7.9%	-7%	-4%
COc1ccc2nc(C)cc(SCC(=O)N/N=C/c3c(OC)ccc4ccccc34)c2c1	25%	-3%	i	11%	-8%
NS(=O)(=O)c1ccc2nc(NC(=O)c3ccc(Br)o3)sc2c1	-3%	-7%	1.2%	5%	-5%
NS(=O)(=O)c1ccc(NC(=O)COC(=O)COc2ccc3ccccc3c2)cc1	·	7%	0.7%	9%	-6%
Cc1cccc(NC(=O)c2nc[nH]c2C(=O)N[C@@H](Cc2ccccc2)C(=O)OCc2ccccc2)c1	34%	-17%	7.6%	-3%	-13%
CC(=O)c1ccc(NC(=O)CC(NCCC2=CCCCC2)C(=O)O)cc1 (centres undefined)	-7%	0%	1.1%	-2%	-5%
Cc1ccccc1Nc1c(-c2cccnc2)nc2cccc(C)n12	26%	-6%	1.4%	7%	10%
Cn1c(=O)c2c(ncn2CC(COCc2ccc(Cl)cc2)OCc2ccc(Cl)cc2)n(C)c1=O (centres undefined)	18%	5%	5.0%	3%	-4%
O=C(NC1c2ccccc2Oc2ccccc21)c1ccc([N+](=O)[O-])cc1	·	-1%	i	·	·
CC(=O)Nc1cccc(C(=O)OCC(=O)c2ccccc2Cl)c1	0%	-4%	7.5%	9%	3%
CC(C)(C)c1ccc(-c2noc(CCC(=O)N3CCOCC3)n2)cc1	40%	7%	2.1%	-2%	9%
CC(=O)Nc1cccc2c1C(=O)NC2=O	-24%	0%	1.0%	-14%	10%
CC(=O)Nc1ccc2ccccc2c1[N+](=O)[O-]	·	-16%	6.0%	·	·
Nc1cc(=O)nc(SCC(=O)NCc2ccccc2)n1CCc1ccccc1	-4%	3%	11%	-3%	-6%
Cn1c(=O)[nH]c(=O)c2c1nc(N1CCN(CCO)CC1)n2CCSc1nc2ccccc2s1	10%	-16%	10%	-7%	-3%
O=C(COC(=O)c1cc(-c2ccccc2)nc2ccccc12)Nc1ccc2c(c1)OCO2	11%	2%	0.5%	5%	-2%
CCOC(=O)c1cc2c(n(-c3ccccc3)c1=O)CC(C)(C)CC2=O	9%	9%	2.2%	7%	-3%
C=CCSc1nc2sc3c(c2c(=O)n1CC)CCc1ccccc1-3	?	25%	1.3%	?	-24%
COc1ccc(C(C)=O)cc1CSc1nncn1-c1ccccc1	3%	-13%	1.0%	-10%	-14%
CC(C)COc1ccc(C(=O)Nc2ccc(NC(=O)c3ccco3)c(Cl)c2)cc1	-17%	-25%	2.1%	1%	-30%
